Screening data from PubChem BioAssay.
Coupling enz: inhibits coupling enzyme system, counter-screen for aldolase hits | coupling enzyme system counterscreen, AmpLite Red fluorescence | activity change, negative = inhibition, % at 58.2 µM, hits read low | actives 0.67% (n = 290,000); in the data active means activity change below about -30%; further: on the % scale 0 is the no-effect control and ±100 the full control effect
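Activity here indicates interference with the coupling reaction, not aldolase inhibition. Compounds at 57.5 uM final met coupling enzymes for 10 min at RT; substrate and AmpLite Red detection followed, with a 525/598 nm fluorescence read after 20 min.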
PKM2 activator: PKM2 (human) enzyme activation. P14618. purified PKM2, Kinase-Glo ATP luminescence, activation; response scale: 0% is enzyme alone, no compound. Potency, µM (titrated, usually from 57.5 µM), for inactives: at the highest dose activation, most hits filed as activators. actives 0.34% (n = 260,000). AID 1631; further: potency means the concentration at half of the fitted maximal effect; on the % scale 0 is the no-effect control and ±100 the full control effect; nearly all actives have a fitted effect of over 55% in size
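ATP formation by purified human PK-M2, quantified via coupled luciferase luminescence after 1 h at room temperature with 0.1 mM ADP and 0.5 mM PEP final.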
Chronic BCR inh: inhibitors of chronic active B-cell receptor signaling; ABC-DLBCL IkBa-CBG/CBR reporter, luminescence ratio, 4 h; Potency, µM (doses to about 46.1 µM), without a hit: top-dose ratio change, negative = lower green/red ratio, actives largely listed as inhibitors; actives 0.05% (n = 340,000); active means well fitted inhibition curve with a large enough effect in the signal ratio, with a control signal flat, not every such curve was filed as active; inconclusive means small, poorly fitted or top-dose-only effect, or effect the other way, or a change in a side signal; the % refers to the signal ratio;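 further: potency means the concentration at half of the fitted maximal effect; plate controls were basal doxycycline-induced cells for no effect and cells given 10 µM MG132 for full effect; MG132 reads +100%, hits lower the ratio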
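TMD8 ABC-DLBCL cells carrying doxycycline-inducible green luciferase fused to IkappaBalpha plus unfused red luciferase were exposed to compounds (up to 46 uM) for 4 hrs at 37C. Activity came from the overlap-corrected green/red luminescence ratio.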
Integrin act MD: activators of alpha7 integrin expression for muscular dystrophy; alpha7betagal myoblasts, beta-gal FDG fluorescence, 48 h; Potency, µM (series often up to 38.3 µM), without a hit: top-dose activation, actives largely listed as activators; actives 0.064% (n = 350,000);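 further: potency means the concentration at half of the fitted maximal effect; 100% = response of the positive control SU9516; nearly all actives have a fitted effect of over 60% in size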
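alpha7betagal+/- myoblasts (passage 13, 250/well) treated 48 h at 37C with compounds at 1:260 dilution of DMSO stock. Lysed, then beta-galactosidase activity read as FDG fluorescence (ex 480/em 540) after 30 min, with pre-read for autofluorescence.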
Tb PFK block: blocks T. brucei phosphofructokinase; O15648; T. brucei PFK, ADP-Glo luminescence; AID 485367; actives 0.17% (n = 330,000); Potency, µM (titrated, usually from 57.5 µM), without a hit: top-dose activity, negative = inhibition, most hits filed as inhibitors;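 further: potency means the concentration at half of the fitted maximal effect; 0% = uninhibited 1x PFK enzyme wells and -100% = no-enzyme wells; nearly all actives have a fitted effect of over 60% in size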
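Compounds were pin-transferred as a titration series up to 57 uM into substrate buffer (0.5 mM F6P, 0.1 mM ATP, pH 8.0), then 1.25 nM PFK was added and reactions ran 45 min before ADP-Glo detection.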
Menin MLL FP TR: inhibitors of human menin-MLL interaction, mutant MLL peptide; Menin + Texas Red MLL mutant peptide, fluorescence polarization; actives 0.23% (n = 270,000); Potency, µM (titrated, usually from 61.6 µM), for the others: at the highest dose FP activity change, negative = inhibition, most hits filed as inhibitors; active means well fitted inhibition curve with a large enough effect in the polarisation, with a control signal flat, not every such curve was filed as active; inconclusive means small, poorly fitted or top-dose-only effect, or effect the other way, or a change in a side signal; inactive means no such curve, though single readings can be large or run the other way; the % refers to the polarisation; further: potency means the concentration at half of the fitted maximal effect; % of control where 0% means no effect; many of its hits are not listed in these tables
PTAP TSG101 blk: blocks PTAP/TSG101 interaction to inhibit HIV-1 budding | Q99816 | Potency, µM (top dose mostly 115 µM), inactives show top-dose activity change, negative = inhibition, actives largely listed as inhibitors | AID 493005 | Fluorescence polarization, FITC-PTAP peptide / Tsg101 binding | 340,000 tested, under 10 active; active means well fitted inhibition curve with a large enough effect in the main read-out, with a control signal flat, not every such curve was filed as active; inconclusive means small, poorly fitted or top-dose-only effect, or effect the other way, or a change in a side signal; inactive means no such curve, though single readings can be large or run the other way; further: potency means the concentration at half of the fitted maximal effect; % of control where 0% means no effect
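Tsg101 binding domain (10 uM final) was mixed with compound and a FITC-labeled PTAP peptide (50 nM final) in HEPES pH 7.5 buffer with NaCl, Tween 20, EDTA and TCEP; fluorescence polarization was read after 20 min at r.t.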
Giardia killer: Giardia lamblia killing; Giardia lamblia trophozoite viability; activity change, % at 7.66 µM, hits read low; AID 540267; actives 0.15% (n = 340,000); in the data active means activity change below about -80%; inconclusive means between about -30% and that limit;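 further: parasites exposed to compound for two days anaerobically before the ATP read; on the % scale 0 is the no-effect control and ±100 the full control effect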
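Luminescent ATP signal served as the viability read-out, measured 15-30 min after adding ATP detection reagent to trophozoites that had been incubated with compounds for 48 hrs at 37 deg C anaerobically at 100 cells/well.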
B2AR arrestin: recruits beta-arrestin to the human beta2-adrenergic receptor. Potency, µM (top dose mostly 46.1 µM), without a hit: at the top dose activation, actives largely listed as activators. beta-arrestin recruitment to beta2AR, cell-based reporter. P07550. actives 0.02% (n = 330,000);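 further: potency means the concentration at half of the fitted maximal effect; 0% = DMSO controls and full agonism = EC100 isoproterenol or metaproterenol; nearly all actives have a fitted effect of over 65% in size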
Target sequence (P07550 whole entry, looked up): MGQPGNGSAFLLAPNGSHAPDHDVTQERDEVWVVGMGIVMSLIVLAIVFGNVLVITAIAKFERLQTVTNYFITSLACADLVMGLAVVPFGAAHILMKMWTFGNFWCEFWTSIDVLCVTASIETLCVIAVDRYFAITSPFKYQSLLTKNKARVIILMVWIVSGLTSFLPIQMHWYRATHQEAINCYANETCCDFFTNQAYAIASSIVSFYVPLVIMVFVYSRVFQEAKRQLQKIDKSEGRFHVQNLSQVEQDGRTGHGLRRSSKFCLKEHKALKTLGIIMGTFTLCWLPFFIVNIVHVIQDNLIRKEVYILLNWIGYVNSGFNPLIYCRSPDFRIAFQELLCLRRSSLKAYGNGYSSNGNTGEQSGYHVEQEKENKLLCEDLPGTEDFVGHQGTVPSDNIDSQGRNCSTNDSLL
GALK inh: inhibitors of human galactokinase. P51570. Purified GALK, Kinase-Glo residual ATP luminescence. Potency, µM (top dose mostly 57.5 µM), inactives show at the highest dose activity change, negative = inhibition, actives largely listed as inhibitors. actives 0.007% (n = 270,000). AID 1868; further: potency means the concentration at half of the fitted maximal effect; on the % scale 0 is the no-effect control and ±100 the full control effect
Target sequence (P51570 whole entry, looked up): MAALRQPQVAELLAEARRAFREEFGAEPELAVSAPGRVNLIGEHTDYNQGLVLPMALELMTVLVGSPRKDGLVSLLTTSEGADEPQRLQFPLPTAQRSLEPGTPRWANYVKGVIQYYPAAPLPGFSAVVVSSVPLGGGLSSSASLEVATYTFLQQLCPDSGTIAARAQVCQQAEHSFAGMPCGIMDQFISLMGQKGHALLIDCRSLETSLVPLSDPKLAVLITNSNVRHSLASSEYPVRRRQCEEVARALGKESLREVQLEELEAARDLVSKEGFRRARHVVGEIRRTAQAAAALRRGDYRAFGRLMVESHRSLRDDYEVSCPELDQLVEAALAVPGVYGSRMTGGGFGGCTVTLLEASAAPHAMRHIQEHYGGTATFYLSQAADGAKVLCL
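The enzyme phosphorylates galactose (100 uM) using ATP (35 uM); inhibition is detected as higher residual ATP, quantified by bioluminescence after 1 h reaction at room temperature, pH 8.0.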
S-ASM inh: blocks human secretory acid sphingomyelinase; P17405; placental ASM, HMU-PC fluorogenic substrate, 60 min; Potency, µM (highest dose often 57.5 µM), inactives show at the top dose activity change, negative = inhibition, hits mostly inhibitors; actives 0.006% (n = 340,000); AID 504937; further: potency means the concentration at half of the fitted maximal effect
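Steps: dispense placental human ASM, pin compound, wait 10 min at room temperature, add HMU-PC0 substrate at 9 uM final, incubate 60 min at 37 °C, add stop solution raising pH to 10, read fluorescence.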
Active calls of the source: *; ? = inconclusive; / = no result given; [ ] = remark or other dose. Unless noted, the call rests on the fitted dose curve; in most records, active means well fitted curve in the direction sought with a large enough effect; inconclusive means small, poorly fitted or top-dose-only effect, or another doubt; inactive means no such curve, though single readings can be large; an effect the other way counts as inactive or inconclusive. A portion of the library (hit frequency here may not be typical).

1	CCOC(=O)C1(C)NC(c2ccccc2F)C2C(=O)N(CC)C(=O)C21 (stereo not given)
2	CN1CC[C@]23c4ccccc4N[C@H]1[C@]21CCN(C)[C@H]3Nc2ccccc21
3	CCOC(=O)c1cccc(C2=CC(=O)CC(C)(C)C2)c1
4	O=C(Cn1c(=O)oc2cc(S(=O)(=O)N3CCCC3)ccc21)NC1CCCCC1
5	N#Cc1ccc(OCCN2C(=O)NC3(CCSC3)C2=O)cc1 (stereo not given)
6	COc1ccc(NC(=S)N(CCC(C)C)C(C)c2ccncc2)cc1 (stereo not given)
screen / no.	1	2	3	4	5	6
Coupling enz	3	/	/	3	5	1
PKM2 activator	1%	/	/	-5%	-2%	1%
Chronic BCR inh	1%	0%	1%	?	-2%	0%
Integrin act MD	17%	/	-10%	26%	-2%	10%
Tb PFK block	1%	-6%	7%	0%	1%	3%
Menin MLL FP TR	17%	/	/	2%	0%	/
PTAP TSG101 blk	4%	-3%	-3%	0%	-5%	-5%
Giardia killer	7	-5	-15	-10	3	3
B2AR arrestin	0.1%	0.0%	0.1%	0.2%	0.0%	-0.4%
GALK inh	10%	/	/	/	3%	-3%
S-ASM inh	0%	6%	0%	-6%	3%	-2%

7	CCNC(=S)Nc1ccc(N2CCCCC2)cc1
8	CC1CCN(C(=O)CN2C(=O)c3ccccc3S2(=O)=O)CC1
9	COc1ccc(S(=O)(=O)N2CCC(C(=O)N3CCc4ccccc4C3)CC2)cc1Cl
10	COc1cc(C=O)ccc1OCc1ccncc1
11	CCN(CC)S(=O)(=O)c1cccc(C(=O)N[C@H](C(=O)OCC(=O)Nc2ccccc2)C(C)C)c1
12	CCCn1c(SCc2ccccn2)nc2c1c(=O)n(C)c(=O)n2C
screen / no.	7	8	9	10	11	12
Coupling enz	-1	5	1	-1	-1	7
PKM2 activator	0%	-2%	-5%	/	4%	8%
Chronic BCR inh	0%	1%	-14%	-2%	?	-2%
Integrin act MD	?	-1%	-19%	?	-8%	12%
Tb PFK block	-3%	-1%	-2%	1%	-1%	0%
Menin MLL FP TR	-20%	11%	-7%	2%	2%	3%
PTAP TSG101 blk	2%	-5%	-6%	-13%	-4%	-12%
Giardia killer	5	-12	10	23	11	18
B2AR arrestin	-0.1%	-0.5%	0.3%	-0.9%	-0.2%	-0.4%
GALK inh	-1%	-1%	0%	0%	-4%	2%
S-ASM inh	5%	2%	2%	-1%	-3%	0%

13	Cc1cc(C)cc(N(C(=O)c2snc(C(N)=O)c2N)C(C(=O)NCC2CCCO2)c2ccc(C)o2)c1 (stereo not given)
14	O=C1C2C3c4ccccc4C(c4ccccc43)C2c2nc3ccccc3n21 (stereo not given)
15	COc1cc(C(c2c(O)nc(SC)[nH]c2=O)c2c(O)nc(SC)[nH]c2=O)cc(OC)c1OC
16	Brc1ccc2ncnc(Nc3ccc(N4CCOCC4)cc3)c2c1
17	Cc1ccc(S(=O)(=O)NC(N)=NCCc2ccc(Cl)cc2)cc1C
18	CCOc1ccc(N2CC(C(=O)Nc3ccc4c(c3)OCO4)CC2=O)cc1 (stereo not given)
screen / no.	13	14	15	16	17	18
Coupling enz	-1	-3	1	-4	-10	4
PKM2 activator	7%	4%	13%	0%	7%	9%
Chronic BCR inh	2%	?	-2%	?	-3%	7%
Integrin act MD	0%	7%	?	-20%	21%	-31%
Tb PFK block	2%	-1%	-3%	1%	-5%	2%
Menin MLL FP TR	?	12%	6%	-16%	-1%	?
PTAP TSG101 blk	-5%	-3%	-5%	-1%	0%	0%
Giardia killer	-1	13	4	-4	-24	2
B2AR arrestin	-0.1%	0.0%	-0.1%	0.1%	0.0%	0.2%
GALK inh	-4%	-3%	5%	-4%	-2%	14%
S-ASM inh	/	-6%	0%	-6%	4%	-10%

19	CCNC(=S)NNC(=O)c1cc(Br)cs1
20	C[C@H](CO)N1C[C@H](C)[C@@H](CN(C)Cc2ccc3c(c2)OCO3)Oc2c(NS(=O)(=O)c3cn(C)cn3)cccc2C1=O
21	COc1ccc(N(CC(=O)NC2CCCCCC2)S(=O)(=O)c2c(C)nn(C)c2C)cc1
22	CC(C)(C)NC(=O)NCCc1ccccc1
23	CCCS(=O)(=O)N1CCC(C(=O)Oc2ccc(OC)cc2)CC1
24	c1cc2c(cc1C1CCCN1)OCCCO2 (stereo not given)
screen / no.	19	20	21	22	23	24
Coupling enz	3	/	3	5	2	-1
PKM2 activator	4%	/	4%	-6%	-1%	-1%
Chronic BCR inh	-4%	-4%	0%	4%	-4%	0%
Integrin act MD	-4%	-6%	-22%	9%	-14%	-18%
Tb PFK block	-10%	8%	-5%	-1%	1%	-7%
Menin MLL FP TR	-10%	/	-13%	/	2%	-9%
PTAP TSG101 blk	1%	-4%	-5%	-3%	-3%	0%
Giardia killer	12	5	22	4	25	6
B2AR arrestin	-0.5%	0.1%	-0.4%	-0.3%	0.1%	0.1%
GALK inh	/	/	-1%	7%	3%	-3%
S-ASM inh	5%	3%	2%	4%	-1%	-2%

Retrieved by compound from the list above (5):
18	CCOc1ccc(N2CC(C(=O)Nc3ccc4c(c3)OCO4)CC2=O)cc1 (stereo not given)
9	COc1ccc(S(=O)(=O)N2CCC(C(=O)N3CCc4ccccc4C3)CC2)cc1Cl
7	CCNC(=S)Nc1ccc(N2CCCCC2)cc1
23	CCCS(=O)(=O)N1CCC(C(=O)Oc2ccc(OC)cc2)CC1
10	COc1cc(C=O)ccc1OCc1ccncc1
screen / no.	18	9	7	23	10
Coupling enz	4	1	-1	2	-1
PKM2 activator	9%	-5%	0%	-1%	/
Chronic BCR inh	7%	-14%	0%	-4%	-2%
Integrin act MD	-31%	-19%	?	-14%	?
Tb PFK block	2%	-2%	-3%	1%	1%
Menin MLL FP TR	?	-7%	-20%	2%	2%
PTAP TSG101 blk	0%	-6%	2%	-3%	-13%
Giardia killer	2	10	5	25	23
B2AR arrestin	0.2%	0.3%	-0.1%	0.1%	-0.9%
GALK inh	14%	0%	-1%	3%	0%
S-ASM inh	-10%	2%	5%	-1%	-1%

(next part)
25	S=c1[nH]nc(-c2ccc3ccccc3n2)n1-c1ccccc1Cl
26	CN(C)c1ccc(NC(=O)CSc2nc(C3CC3)nc3ccccc23)cc1
27	COc1ccc(NC(=O)c2cccc3c2C(=O)N(CC2CCCO2)C3)cc1OC (stereo not given)
28	CCCN1C2CCCC1CC(NC(=S)NCCCOCC)C2 (stereo not given)
29	CC1CCN(S(=O)(=O)c2ccc3ccccc3c2)CC1
30	COc1ccc(/C=C/c2nc(S(=O)(=O)c3ccccc3)c(N(C)C)o2)cc1
screen / no.	25	26	27	28	29	30
Coupling enz	0	0	6	-1	0	/
PKM2 activator	-14%	/	2%	-1%	8%	/
Chronic BCR inh	-14%	0%	-10%	-13%	?	-7%
Integrin act MD	-29%	-23%	17%	20%	17%	8%
Tb PFK block	-8%	1%	0%	2%	-1%	-3%
Menin MLL FP TR	1%	1%	20%	6%	/	/
PTAP TSG101 blk	-2%	0%	-2%	-1%	-1%	-11%
Giardia killer	15	25	13	9	-6	10
B2AR arrestin	-0.6%	0.0%	-0.1%	-0.5%	0.3%	0.3%
GALK inh	0%	-1%	/	12%	-4%	5%
S-ASM inh	-4%	-1%	-3%	2%	3%	/

31	COc1ccc(-c2oc3cc(O)c(OC)c(O)c3c(=O)c2OC)cc1
32	Cc1ccc(S(=O)(=O)N(C)CC(=O)Nc2ccc(C)cn2)cc1
33	CCOCCCNC(=O)c1c(C)[nH]c(C(=O)OCC)c1C
34	O=C(CNC(=O)c1ccc(N2CCCC2=O)cc1)Nc1ccc(F)c(F)c1F
35	O=C(COc1ccccc1Cl)Nc1ccc(S(=O)(=O)N2CCOCC2)cc1
36	COc1ccc(NC(=O)C2CCC(=O)N2)cc1 (stereo not given)
screen / no.	31	32	33	34	35	36
Coupling enz	4	/	1	/	4	2
PKM2 activator	-39%	/	-1%	/	15%	2%
Chronic BCR inh	?	?	5%	1%	-15%	3%
Integrin act MD	-28%	-2%	13%	3%	26%	9%[7.66 µM]
Tb PFK block	3%	-11%	-3%	-1%	-17%	0%
Menin MLL FP TR	/	/	21%	/	33%[activator]	-8%
PTAP TSG101 blk	-2%	-2%	-3%	-3%	-11%	-3%
Giardia killer	6	1	23	24	15	6
B2AR arrestin	-0.4%	0.3%	0.1%	-0.6%	-0.7%	-0.4%
GALK inh	1%	/	-2%	/	4%	1%
S-ASM inh	-5%	0%	-2%	5%	-7%	2%
